# TSG101-PTAP inh – blocks PTAP/TSG101 interaction to inhibit HIV-1 budding. Fluorescence polarization, FITC-PTAP peptide / Tsg101 binding. Potency, µM (doses to about 115 µM), for inactives: top-dose activity change, negative = inhibition, usual class: inhibitors. 340,000 tested, under 10 active. Q99816; active = well fitted inhibition curve with a large enough effect in the main read-out, with a control signal flat, not every such curve was filed as active; inconclusive = small, poorly fitted or top-dose-only effect, or effect the other way, or a change in a side signal; inactive = no such curve, though single readings can be large or run the other way; also: potency is read from the fitted curve at half-maximal effect; % of control where 0% means no effect
#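 Tsg101 binding domain (10 uM final) was mixed with compound and a FITC-labeled PTAP peptide (50 nM final) in HEPES pH 7.5 buffer with NaCl, Tween 20, EDTA and TCEP; fluorescence polarization was read after 20 min at r.t.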
# S-ASM inh – blocks human secretory acid sphingomyelinase. P17405. AID 504937. Potency, µM (doses to about 57.5 µM), for inactives: at the top dose activity change, negative = inhibition, usual class: inhibitors. 0.006% of 340,000 active. placental ASM, HMU-PC fluorogenic substrate, 60 min; also: potency is read from the fitted curve at half-maximal effect
#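 Steps: dispense placental human ASM, pin compound, wait 10 min at room temperature, add HMU-PC0 substrate at 9 uM final, incubate 60 min at 37 °C, add stop solution raising pH to 10, read fluorescence.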
# Mito fusion yeast – inhibitors of mitochondrial division or activators of mitochondrial fusion; S. cerevisiae fusion-defective mutant growth rescue, CellTiterGlo 48 h; Potency, µM (highest dose often 46.1 µM), for the others: at the top dose growth rescue (activation), actives largely listed as activators; 0.23% of 320,000 active; AID 485298;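 also: potency is read from the fitted curve at half-maximal effect; % of control where 0% means no effect; nearly all actives have a fitted effect of over 45% in size; temperature-sensitive fusion mutants such as fzo1-1 at 37 °C on non-fermentable ethanol glycerol medium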
#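 Read-out: ATP-based luminescence (CellTiterGlo, 10 min ambient) reporting growth of fusion-defective ts yeast after 48 hours at 37C on glycerol/ethanol YPEG medium in the presence of compound.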
# Tb PFK block – inhibitors of T. brucei phosphofructokinase | O15648 | T. brucei PFK, ADP-Glo luminescence | Potency, µM (series often up to 57.5 µM), for the others: at the highest dose activity, negative = inhibition, usual class: inhibitors | 0.17% of 330,000 active | AID 485367;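 also: potency is read from the fitted curve at half-maximal effect; 0% = uninhibited 1x PFK enzyme wells and -100% = no-enzyme wells; nearly all actives have a fitted effect of over 60% in size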
# Target sequence (O15648 whole entry, looked up): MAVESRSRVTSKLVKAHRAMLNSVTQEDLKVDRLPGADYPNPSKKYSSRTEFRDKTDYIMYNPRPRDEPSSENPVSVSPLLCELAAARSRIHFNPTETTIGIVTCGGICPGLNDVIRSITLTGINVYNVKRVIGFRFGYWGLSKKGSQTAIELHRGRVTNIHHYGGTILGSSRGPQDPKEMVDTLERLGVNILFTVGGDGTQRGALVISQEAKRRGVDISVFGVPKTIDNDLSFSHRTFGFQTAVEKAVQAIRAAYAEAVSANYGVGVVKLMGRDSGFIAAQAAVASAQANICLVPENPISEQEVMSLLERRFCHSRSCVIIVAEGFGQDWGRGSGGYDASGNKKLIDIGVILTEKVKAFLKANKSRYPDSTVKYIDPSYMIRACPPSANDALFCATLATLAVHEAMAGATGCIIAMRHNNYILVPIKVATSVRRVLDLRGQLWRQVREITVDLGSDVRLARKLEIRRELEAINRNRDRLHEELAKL
#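 Luminescent ADP detection (ADP-Glo, two-step: ATP depletion then ADP-to-ATP conversion for luciferase) reported PFK activity after 45 min room-temperature reaction of 1.25 nM enzyme with 0.5 mM F6P and 0.1 mM ATP at pH 8.0.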
# A-T KAP1 phos – candidate therapy for ataxia-telangiectasia; […] A-T fibroblasts, KAP-1 phosphorylation AlphaLISA; neocarzinostatin DNA damage 30 min before lysis; Potency, µM (doses to about 57.5 µM), for inactives: top-dose activation, most hits filed as activators; 0.19% of 320,000 active; AID 485349; also: potency is read from the fitted curve at half-maximal effect; % of control where 0% means no effect; nearly all actives have a fitted effect of over 45% in size
#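 ATM-like activity read as KAP-1 phosphorylation via AlphaLISA donor/acceptor antibody pairs after lysis and 6 hr at 25C. Cells were ATM-null patient fibroblasts ([…], hTERT), dosed 60 min, then exposed to the DSB inducer NCS for 30 min.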
# Chronic BCR inh – inhibitors of chronic active B-cell receptor signaling. ABC-DLBCL IkBa-CBG/CBR reporter, luminescence ratio, 4 h. 0.05% of 340,000 active. AID 493014. Potency, µM (highest dose often 46.1 µM), without a hit: at the highest dose ratio change, negative = lower green/red ratio, actives largely listed as inhibitors; active = well fitted inhibition curve with a large enough effect in the signal ratio, with a control signal flat, not every such curve was filed as active; inconclusive = small, poorly fitted or top-dose-only effect, or effect the other way, or a change in a side signal; the % refers to the signal ratio;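 also: potency is read from the fitted curve at half-maximal effect; plate controls were basal doxycycline-induced cells for no effect and cells given 10 µM MG132 for full effect; MG132 reads +100%, hits lower the ratio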
#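 Concentration-response series (up to 46 uM) were applied to TMD8 dual-reporter cells for 4 h at 37C with doxycycline. Green/red ratio, after filter-overlap correction, defined %Activity; red signal alone was normalised to basal cells and zero luminescence.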
# ELG1 DNA repair – blocks ELG1-dependent DNA repair in HEK293T cells | HEK293T ELG1-luciferase reporter, luminescence, 16 h; DNA damage induced by 5-fluorouridine | Potency, µM (titrated, usually from 46.1 µM), for the others: at the highest dose activity change, negative = inhibition, actives largely listed as inhibitors | 2.3% of 330,000 active; also: potency is read from the fitted curve at half-maximal effect; % is scaled to controls: 0 for no effect and ±100 for the full control effect; nearly all actives have a fitted effect of over 55% in size
#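 Overnight (16 hr) co-exposure of 2,000 cells/well to 5-fluorouridine and compound at 37 °C preceded detection. Luciferase was quantified via ONE-Glo luminescence; loss of signal denotes inhibition.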
# TCR activator – activators of T cell receptors. primary human leukocytes, anti-CD3, IL-2 HTRF, 48 h. Potency, µM (top dose mostly 9.22 µM), for inactives: at the highest dose activation of IL-2 secretion, most hits filed as activators. 330,000 tested, under 10 active; also: % of control where 0% means no effect
#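 HTRF read-out of IL-2 secretion: europium cryptate donor excited at 320nm, d2 acceptor emission at 665nm. Cells were primary human leukocytes incubated 48 hr with compounds and a-CD3 beads, supplying TCR signal only.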
# TSHR antagonist – human thyrotropin receptor antagonism. 0.2% of 330,000 active. activity change, negative = inhibition, % at 11.5 µM. TSHR-expressing cells, TSH-stimulated cAMP HTRF, 2 h; active compounds read low. P16473;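 active = activity change below a set negative limit, meaning inhibition stronger than a set level, cut at about -70% in these data; inconclusive = activity change between two set negative limits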; also: % is scaled to controls: 0 for no effect and ±100 for the full control effect
#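 Competitive HTRF cAMP read-out (cryptate anti-cAMP antibody, cAMP-d2; 30 min, room temperature) in freshly harvested TSHR cells. Compounds added before TSH at EC80 (4nM final), followed by 2 hours' incubation at 37 deg C.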
# Integrin act MD – activates integrin-mediated alleviation for muscular dystrophy | 0.064% of 350,000 active | Potency, µM (top dose mostly 38.3 µM), for inactives: at the top dose activation, usual class: activators | alpha7betagal myoblasts, beta-gal FDG fluorescence, 48 h | AID 624291;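 also: potency is read from the fitted curve at half-maximal effect; 100% = response of the positive control SU9516; nearly all actives have a fitted effect of over 60% in size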
#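 alpha7betagal+/- myoblasts (passage 13, 250/well) treated 48 h at 37C with compounds at 1:260 dilution of DMSO stock. Lysed, then beta-galactosidase activity read as FDG fluorescence (ex 480/em 540) after 30 min, with pre-read for autofluorescence.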
# Eya2 phos inh – inhibitors of human Eya2 phosphatase activity | 0.006% of 330,000 active | AID 488837 | recombinant Eya2, OMFP fluorescence dephosphorylation (OMFP is methylfluorescein phosphate) | O00167 | Potency, µM (top dose mostly 76.9 µM), for the others: top-dose activity, negative = inhibition, most hits filed as inhibitors; also: potency is read from the fitted curve at half-maximal effect; % is scaled to controls: 0 for no effect and ±100 for the full control effect
# Target sequence (O00167 whole entry, looked up): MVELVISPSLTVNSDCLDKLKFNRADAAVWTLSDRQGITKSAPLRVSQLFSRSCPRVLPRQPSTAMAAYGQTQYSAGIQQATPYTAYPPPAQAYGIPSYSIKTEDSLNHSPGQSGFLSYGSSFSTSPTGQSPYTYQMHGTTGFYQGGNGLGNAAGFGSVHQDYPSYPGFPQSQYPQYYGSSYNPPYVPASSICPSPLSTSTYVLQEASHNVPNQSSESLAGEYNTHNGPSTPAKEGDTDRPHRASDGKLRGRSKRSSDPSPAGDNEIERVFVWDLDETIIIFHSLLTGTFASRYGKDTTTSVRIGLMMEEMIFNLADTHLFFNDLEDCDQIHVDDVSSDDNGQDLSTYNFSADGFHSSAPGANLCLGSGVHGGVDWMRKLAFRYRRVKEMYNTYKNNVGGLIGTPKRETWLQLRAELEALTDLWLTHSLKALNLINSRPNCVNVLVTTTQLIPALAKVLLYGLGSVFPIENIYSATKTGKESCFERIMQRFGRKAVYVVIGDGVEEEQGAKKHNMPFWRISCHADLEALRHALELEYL
#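 Eya2 (0.2 uM) preincubated 10 min at ambient with compound, then OMFP substrate added at 50 uM; 10 min reaction in 50 mM HEPES pH 7.5, 50 mM NaCl, 5 uM MgCl2, 0.05% BSA, 1 mM DTT. Fluorescence read at Ex 485/Em 525 nm.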
# * marks the source's active call; other numbers are inactive results; ? = inconclusive; / = no result given; [ ] = another dose, or the depositor's remark. Unless noted, calls follow the shape of the dose curve; as a rule, active = well fitted curve in the direction sought with a large enough effect; inconclusive = small, poorly fitted or top-dose-only effect, or another doubt; inactive = no such curve, though single readings can be large; an effect the other way counts as inactive or inconclusive.
# Values run as follows: TSG101-PTAP inh	S-ASM inh	Mito fusion yeast	Tb PFK block	A-T KAP1 phos	Chronic BCR inh	ELG1 DNA repair	TCR activator	TSHR antagonist	Integrin act MD	Eya2 phos inh
[1] CC[C@]12c3[nH]c4cc(-c5ccco5)ccc4c3CCN1C(=O)[C@@H](CC(=O)NCCN1CCOCC1)C[C@@H]2C(=O)N1CCN(C(=O)C2CC2)CC1
→ -3%	12%	/	2%	-1%	-1%	?	-4%[46.1 µM]	5	-3%	4%
[2] O/N=C/c1ccc(OCC(O)COc2ccc(/C=N/O)cc2)cc1
→ -4%	-3%	4%	1%	2%	?	-4%	6%	23	1%	-16%
[3] C=CCOc1c(Br)cc(/C=N\n2nnnc2N)cc1OC
→ -4%	-1%	6%	2%	9%	0%	11%	-2%[46.1 µM]	-1	12%	1%
[4] CS(=O)(=O)Nc1nc2n(n1)C(c1ccc(F)cc1)CC(c1ccccc1)N2 (configuration not stated)
→ -7%	2%	1%	1%	-5%	?	0%	1%	-3	5%	15%
[5] CC(OC(=O)c1ccccn1)C(=O)Nc1ccc(C(F)(F)F)cc1 (configuration not stated)
→ 0%	-1%	0%	0%	7%	2%	5%	-8%	-14	-20%	16%
[6] Cc1ccc(S(=O)(=O)/C(C#N)=C/c2c(N3CC(C)OC(C)C3)nc3ccccn3c2=O)cc1 (configuration not stated)
→ -6%	-5%	4%	0%	-2%	?	-8%	-6%	8	38%	-4%
[7] CCOC(=O)c1cc2sccc2n1Cc1ccc(C#N)cc1
→ -11%	-10%	?	0%	11%	?	-1%	0%	14	10%	-9%
[8] CC(C)OCCCNC(=O)c1cccc2c1C(=O)c1ccc(Cl)cc1S2(=O)=O
→ 0%	2%	-5%	0%	-3%	-2%	-2%	-10%	-28	-9%	5%
[9] Cc1sc(NC(=O)c2ccccc2F)c(CN2CCCCC2C)c1C (configuration not stated)
→ -1%	3%	6%	-3%	-9%	?	?	-7%[46.1 µM]	8	-16%	-17%
[10] CCC(=O)/C=C1/Sc2ccc(OC)cc2N1CC
→ -4%	-1%	-4%	-5%	-11%	?	?	2%	5	1%	-4%
[11] O=C(CSc1nc2cc(Cl)ccc2s1)NC1CCCc2ccccc21 (configuration not stated)
→ 0%	-4%	19%	3%	7%	?	7%	-8%[46.1 µM]	-13	-10%	3%
[12] Cn1c(CN2CCN(C(=O)c3ccccc3)CC2)nc2cc([N+](=O)[O-])ccc21
→ -3%	2%	-12%	-4%	0%	-2%	16%	0%[46.1 µM]	-7	5%	1%
[13] COc1cc(CNc2ncnc3c2[nH]c2ccc(C)cc23)cc(OC)c1
→ -3%	-24%	6%	0%	-23%	?	21µM*	-2%	-9	-39%	3%
[14] Cc1c(N(CC(=O)O)S(=O)(=O)c2ccccc2)c(=O)n(-c2ccccc2)n1C
→ -2%	1%	-1%	1%	3%	6%	4%	-1%	-1	0%	0%
[15] CCC(C)/C(C)=N/NC(=O)CNS(=O)(=O)c1ccc([N+](=O)[O-])cc1 (configuration not stated)
→ -1%	3%	25%	-2%	0%	-13%	-17%	-3%	-1	?	-13%
[16] O=C(Nc1ccc(F)cc1)c1cccc2c1C(=O)N(CC1CCCO1)C2 (configuration not stated)
→ 3%	1%	5%	2%	-5%	?	-6%	-11%	-7	-12%	5%
[17] CCOc1ccc2c(c1)c1nnc(SCC3CCCO3)nc1n2C (configuration not stated)
→ -4%	-11%	13%	-1%	8%	9%	0%	/	-7	-32%	15%
[18] COc1ccc(Cl)cc1C(=O)NNC(=O)c1ccc(F)c(S(=O)(=O)N2CCOCC2)c1
→ -12%	-3%	/	-7%	5%	?	?	-2%	-7	24%	3%
[19] Cc1cc(=O)n(C(C)(C)C)c(=O)n1Cc1ccccc1
→ -1%	3%	9%	5%	3%	-1%	10%	-7%	2	10%	10%
[20] O=[N+]([O-])c1cc(S(=O)(=O)NCCCN2CCOCC2)ccc1Cl
→ -1%	4%	-9%	-7%	-9%	6%	?	-5%[46.1 µM]	19	-41%	-14%
[21] COc1ccc(Sc2nnc(-c3ccccc3)cc2C#N)cc1
→ -7%	?	-2%	5%	2%	14%	27%	-7%	21	5%	14%
[22] Cc1cccc(C)c1-n1c(C)cc(/C=N/NC(=O)c2ccncc2)c1C
→ -5%	-1%	-3%	-5%	-4%	1%	15%	-4%	16	12%	11%
[23] O=C(Cn1nc(-c2ccccc2)ccc1=O)Nc1ccc(NC(=O)c2ccccn2)cc1
→ -2%	36%[activator]	-4%	-2%	0%	4%	?	2%	-5	-12%	9%
[24] COC(=O)[C@H](Cc1ccccc1)NC(=O)NCc1cccs1
→ -5%	1%	3%	0%	-6%	?	-1%	4%	-2	-10%	0%
[25] CS(=O)(=O)c1ccc(C(=O)N2CCc3ccccc3C2)cc1
→ -1%	0%	4%	1%	1%	-1%	10%	1%	-8	-12%	-6%
[26] CCN(CC)CCOC(=O)c1ccc(Cl)cc1Cl
→ -6%	3%	21%	6%	14%	1%	-13%	-1%	38	-17%	3%
[27] Cc1cc(-c2cccnc2)c(C#N)c(SCC#N)n1
→ -8%	-1%	0%	7%	4%	1%	1%	/	4	-3%	-3%
[28] Cc1nn(-c2cccc(Cl)c2)c2nc(-c3ccncc3)cc(C(=O)N3CCOCC3)c12
→ -3%	65%[activator]	1%	-3%	1%	3%	?	/	18	-40%	-7%
[29] Nn1c(SCc2cn3ccsc3n2)nnc1-c1ccncc1
→ -3%	0%	-1%	15%	0%	?	9%	1%	4	-4%	-1%
[30] CCOC(=O)/C(=N/Nc1ccc(Cl)cc1)Sc1nnnn1-c1ccc(C)cc1
→ 0%	-1%	5%	-12%	-1%	0%	-8%	-3%[46.1 µM]	17	17%	-3%
[31] O=C(Nc1nnc(-c2ccc3c(c2)CCCC3)o1)C1COc2ccccc2O1 (configuration not stated)
→ 3%	-1%	2%	1%	1%	?	?	3%	2	-11%	0%
[32] CCc1nc2sc3ccccc3c(=O)c2c(=O)n1CCOC
→ -13%	-3%	2%	2%	1%	0%	9%	-5%	-6	-2%	-4%
[33] CCOC(=O)CC(=O)Nc1nnc(CC(C)C)s1
→ -2%	3%	-3%	17%	0%	?	-2%	-1%	-3	6%	-18%
[34] Cc1ccc(C)c(-n2nnnc2SCC(=O)NCCC2=CCCCC2)c1
→ 1%	0%	18%	-9%	14%	-3%	-2%	8%	-21	10%	-3%
[35] CCCC1(c2ccccc2)NC(=O)NC1=O (configuration not stated)
→ 1%	0%	3%	3%	-5%	-13%	?	-2%	-3	-13%	11%
[36] COc1ccc2c(c1)c(=O)c(C(=O)c1ccc(C)cc1)cn2CC(=O)Nc1ccc(F)cc1
→ -2%	-15%	-2%	-2%	10%	-4%	-8%	-4%	2	10%	0%
[37] CC(=O)N1CCN(c2ccc(NC(=O)c3ccc(C)cc3)cc2)CC1
→ -2%	-1%	-1%	4%	-3%	10%	1%	3%	4	-4%	2%
[38] N#Cc1ccc(S(=O)(=O)N2CCCN(c3nc4ccc(Cl)cc4s3)CC2)cc1
→ -1%	-10%	1%	-3%	-2%	-10%	?	-1%	3	-14%	22%
[39] O=[N+]([O-])c1cc(/C=N/N2CCN(C3c4ccccc4-c4ccccc43)CC2)ccc1Cl
→ -2%	-1%	7%	0%	-3%	3%	-8%	1%	6	-9%	-10%
[40] CCN1CCN(C(CNS(=O)(=O)c2ccc(F)cc2)c2cccnc2)CC1 (configuration not stated)
→ -2%	1%	-1%	0%	-6%	0%	9%	-1%	2	-24%	8%
[41] COc1cccc(-n2nc(-c3ccnn3-c3ccc(C)cc3)c(=O)n(C)c2=O)c1
→ -6%	0%	8%	5%	1%	?	21µM*	1%	4	-4%	5%
[42] COc1cc(CC(=O)Nc2ccc3nc(SC)sc3c2)cc(OC)c1OC
→ -5%	-7%	-3%	-2%	3%	0%	?	-4%	-7	-6%	1%

# Bioassay records (PubChem BioAssay)

# Rows are unselected, and some 3.2% of all compounds hit somewhere here.
